Source: PubChem BioAssay
All columns: NCI-60 one-dose screen, growth in % after 48 h at 10 µM unless noted; 100 = growth as untreated, 0 = no growth, -100 = all killed.
786-0: 786-0 renal cancer cells. actives 5.1% (n = 81,000). AID 1794775
A498: A498 renal cancer cells | actives 5.4% (n = 76,000)
RXF 393: RXF 393 renal cancer cells. actives 6.9% (n = 77,000). AID 1794773
TK-10: TK-10 renal cancer cells; actives 3.9% (n = 81,000); AID 1794769
SN12C: SN12C renal cancer cells; actives 3.8% (n = 81,000)
ACHN: ACHN renal cancer; actives 4.9% (n = 81,000)
UO-31: UO-31 renal cancer. actives 5.2% (n = 81,000)
PC-3: PC-3 prostate cancer cells; actives 3.9% (n = 80,000)
CAKI-1: CAKI-1 renal cancer; actives 4.7% (n = 75,000); AID 1794772
* = called active by the depositor; x = not tested or not shown; & = joins results of further samples. The calls were made as follows: active = growth percent below 10; inactive = the rest.

Screens in order: 786-0	A498	RXF 393	TK-10	SN12C	ACHN	UO-31	PC-3	CAKI-1
- NC(=O)NCc1cc(Br)cc(Br)c1O
→ 106	103	98	102	100	110	93	94	101
- CCCCN=C1NN=C(c2ccc(C)c(C)c2)CS1
→ 74	93	22	105	86	111	90	84	96
- CC1NCC(=O)N1O (configuration not stated)
→ 95	94	101	106	100	100	73	102	93
- O=c1c2c3c(sc2n2c(CCl)nnc2n1Cc1ccccc1)CCCC3
→ -18*	92	-39*	-94*	-83*	-100*	-83*	-100*	-100*
- COc1ccc(/C=N/NC(=O)c2ccccn2)c(OC)c1OC
→ 88	81	103	108	100	96	92	104	94
- COc1ccc2oc3c(C)c4c(c(C)c3c2c1)C(=O)N(CCO)C4=O
→ 95	115	101	114	97	99	76	89	95
- CC1=NC(=S)NC(c2ccccc2)/C1=C1/CC(c2ccc(N(C)C)cc2)N(c2ccccc2)N1 (configuration not stated)
→ 105	100	100	112	103	97	83	98	91
- S=C(Nc1ccc2c3c(cccc13)CC2)Nc1ccc2c3c(cccc13)CC2
→ 99	x	x	101	89	87	66	75	79
- Cc1ccc(Nc2nc(SC(C)C)nc(-c3ccccc3)c2C#N)cc1
→ 92	62	84	82	96	88	88	100	76
- COc1cc2ncnc(Nc3ccc(Oc4ccnc(C)c4)c(C)c3)c2cc1NC(=O)CC1CCSS1 (configuration not stated)
→ 53	67	8.7*	-69*	21	11	-24*	-50*	3.3*
- NS(=O)(=O)c1ccc(N2C(=O)/C(=C/c3cccc(Cl)c3)N=C2c2ccccc2)cc1
→ 101	91	107	102	94	89	81	82	84
- CC(=O)Oc1ccc(OC(C)=O)c(C(=O)O)c1
→ 106	56	109	91	99	115	86	102	102
- C=CCc1cc(Cl)ccc1NC(C(N)=O)c1ccccc1 (configuration not stated)
→ 90	77	107	96	91	84	71	80	77
- O=C(/C=C1\C=CN(CCCCCF)c2ccccc21)n1ccc2ccccc21
→ 102	113	125	119	97	98	75	89	86
- COc1ccc(-c2cc(C(=O)N3N=C(c4ccc(N)cc4)CC3c3cc(-c4ccccc4)nn3-c3ccccc3)c3ccccc3n2)cc1 (configuration not stated)
→ 96	108	103	106	101	105	81	80	x

The results go on:
Screens in order: 786-0	A498	RXF 393	TK-10	SN12C	ACHN	UO-31	PC-3	CAKI-1
- O=C(O)C(c1ccccc1)C1(O)CCC1 (configuration not stated)
→ 111	95	122	114	102	106	80	113	106
- Cc1cnc(C(=O)NNc2nc3sc4c(c3c(=O)[nH]2)C(C)CCC4)cn1 (configuration not stated)
→ 11	34	6.1*	34	26	12	4.9*	30	7.0*
- O=C(O)C(SC(C(=O)O)c1ccccc1)c1ccccc1 (configuration not stated)
→ 103	107	106	106	100	104	88	105	92
- Cc1cc(=O)n(C(=S)Nc2ccc(Cl)cc2)c2cc(O)ccc12
→ 109	122	100	116	105	100	72	96	85
- Cc1nn(-c2nc3ccccc3s2)c(N)c1-c1ccc(Cl)cc1
→ 103	72	109	115	101	91	67	x	97
- COc1cc(/C=C/C(=O)c2ccc(S(=O)(=O)NCCNc3nc(Nc4ccc(F)cc4)nc(N(C)C)n3)cc2)cc(OC)c1OC
→ -64*	81	x	66	-32*	-49*	40	9.4*	20
- C#CC(C)(O)c1ccccc1 (configuration not stated)
→ 112	98	116	110	102	102	97	92	105
- O=c1c[n+](Cc2ccc(Cl)cc2)[nH]o1
→ 105	90	119	129	117	101	115	92	93
- COc1ccc2c(-c3ccc(F)cc3)c(C#N)c(=NC(C)=O)oc2c1
→ 33	18	36	78	57	x	50	31	x
- CN(C)CC(Oc1ccccc1)c1ccccc1 (configuration not stated)
→ 102	98	101	100	107	106	101	87	99
- O=C(O)CNC(=O)c1cccc([N+](=O)[O-])c1
→ 107	107	107	92	103	104	87	89	103
- Oc1[nH]c2ccccc2c1N=Nc1n[nH]c(=S)n1/N=C/c1sc2ccccc2c1Br
→ 99	x	132	139	100	107	101	105	102
- c1ccc(-c2cccc(-c3ccccn3)n2)nc1
→ 16	44	26	33	11	14	9.6*	31	x
- COc1ccc(C2=NOC(C(=O)N(CCO)CCO)C2)cc1OC1CCCC1 (configuration not stated)
→ 101	x	108	107	98	104	86	100	93
- COC(=O)/C(=C\c1ccc(OC)cc1)C(=O)N1c2ccccc2Sc2ccccc21
→ 70	7.6*	48	93	71	58	53	53	29

Next section:
Screens in order: 786-0	A498	RXF 393	TK-10	SN12C	ACHN	UO-31	PC-3	CAKI-1
- CC1(C)S[C@@H]2[C@H](NC(=O)Cc3ccccc3)C(=O)N2[C@H]1C(=O)O
→ 103	140	135	105	92	102	98	98	101
- C(=C\c1nc2ccccc2s1)/c1ccc(N2CCOCC2)s1
→ 82	86	x	90	94	63	x	53	83
- CC(=O)OC1(C(C)=O)CCC2C3CCC4=CC(=O)CCC4(C)C3CCC21C (configuration not stated)
→ 105	76	105	100	101	110	86	93	89
- CN1C(=O)N(C)C2Nn3c(s/c(=C\c4ccccc4)c3=O)=NC21 (configuration not stated)
→ 101	68	106	115	96	98	82	101	83
- COc1cc(C(=O)N2N=C(C)CC2=O)c(N2C(=O)/C(=C/c3ccccc3)N=C2c2ccccc2)cc1OC
→ 106	67	97	129	99	101	81	99	96
- CC(COC(=O)c1ccc([N+](=O)[O-])cc1)C1CCCCC1 (configuration not stated)
→ 103	101	106	101	112	112	87	98	108
- COc1ccc(NC(=O)CSc2nnc(-c3ccc(-c4nc5ccc(C)cc5[nH]4)cc3)o2)cc1
→ 101	91	x	154	101	100	88	96	102
- COc1ccc(-c2cn(-c3cc(OC)c(OC)c(OC)c3)c(=O)n2C(C)=O)cc1
→ 35	68	109	99	91	87	84	105	12
- O=C(Cn1cc(COc2ncnc3c2cnn3-c2ccccc2)nn1)Nc1ccc([N+](=O)[O-])cc1
→ 96	59	98	109	95	94	72	96	93
- N#Cc1ccc(OC(=O)Nc2c(Cl)cccc2Cl)cc1
→ 99	106	111	105	101	101	100	x	104
- CSc1nnc(-c2cnn3c2NC(c2ccccc2)C3)n1-c1ccc(Cl)cc1 (configuration not stated)
→ 93	55	101	100	82	96	74	82	76
- Cc1ccc(C(O)(c2nc3ccccc3s2)c2nc3ccccc3s2)cc1
→ 105	92	109	101	98	104	82	114	94
- Cc1ccccc1OCC(O)CN1CCN(c2ccccc2)CC1 (configuration not stated)
→ 103	99	108	108	93	100	80	94	90
- Cn1c(=O)c2c(c3ccccc31)OC(N)=C(C#N)C21C(=O)c2ccccc2C1=O
→ 95	83	91	127	90	97	61	81	84
- Cc1cc(=O)n(Cc2ccco2)c(=S)[nH]1
→ 102	99	112	112	96	103	92	95	103

Quoted from the listing:
In UO-31, O=C(Cn1cc(COc2ncnc3c2cnn3-c2ccccc2)nn1)Nc1ccc([N+](=O)[O-])cc1 has the entry 72
In TK-10, CN1C(=O)N(C)C2Nn3c(s/c(=C\c4ccccc4)c3=O)=NC21 (configuration not stated) has the entry 115

Additional records follow:
Screens in order: 786-0	A498	RXF 393	TK-10	SN12C	ACHN	UO-31	PC-3	CAKI-1
- O=C(CCCCCCc1nc2ccc(Br)cc2[nH]1)NO
→ -4.5*	9.4*	-78*	-14*	1.7*	-36*	-18*	17	-41*
- CCS(N)(=O)=O
→ x	105	106	115	102	105	86	95	91
- O=C1NCc2c1c1ccccc1[nH]c2=O
→ 100	93	100	106	102	101	71	102	94
- COc1ccc(C(c2c(O)c3cc(C)ccc3[nH]c2=O)c2c(O)c3cc(C)ccc3[nH]c2=O)cc1
→ 100	100	x	109	102	88	60	85	76
- Oc1cccc2oc(=S)[nH]c12
→ 106	95	112	106	99	100	73	111	120
- COc1cc(NCCCCCNC(C)(C)C)c2ncccc2c1
→ 96	103	97	96	87	104	76	76	79
- COc1ccc2c(c1)C(=O)C1NC(=O)NC(=O)C1(Br)N2 (configuration not stated)
→ 113	96	121	108	112	108	93	105	118
- O=S(=O)(CS(=O)(=O)Oc1ccccc1)Oc1ccccc1
→ 101&97	101&75	101&108	106&106	101&97	98&101	82&89	98&100	99&94
- Cc1nc2cc(Cl)ccc2c(=O)n1-c1c(CC(=O)O)cnn1C
→ 109	104	99	97	97	106	90	88	102
- COc1cc(Cn2cc3c(c2-c2ccccc2)CCCc2cnoc2-3)cc(OC)c1OC
→ 100	x	109	129	90	88	71	83	73
- CC(C)c1cc(C(C)C)c(S(=O)(=O)n2ccc3nc(Cl)nc(Cl)c32)c(C(C)C)c1
→ 105	113	117	103	98	104	93	x	97
- O=C(CSc1nc2ccccc2c(=O)n1CCc1ccccc1)Oc1ccccc1
→ 87	x	91	115	101	82	85	87	x
- COc1cc2c3c(c(=O)oc2cc1OS(C)(=O)=O)CCCCC3
→ 103	70	x	105	98	95	91	89	97
- CCOC(=O)n1cc(-c2nonc2-c2cn(C)c3ncccc23)c2cc(Br)ccc21
→ 98	115	99	107	94	87	69	x	81
- O=C1C(Br)=C(Br)C(=O)c2c1nc1n2CCCC1
→ 96	90	104	100	91	79	94	102	102

Structural class: those above with fluorine
Screens in order: 786-0	A498	RXF 393	TK-10	SN12C	ACHN	UO-31	PC-3	CAKI-1
- O=C(/C=C1\C=CN(CCCCCF)c2ccccc21)n1ccc2ccccc21
→ 102	113	125	119	97	98	75	89	86
- COc1cc(/C=C/C(=O)c2ccc(S(=O)(=O)NCCNc3nc(Nc4ccc(F)cc4)nc(N(C)C)n3)cc2)cc(OC)c1OC
→ -64*	81	x	66	-32*	-49*	40	9.4*	20
- COc1ccc2c(-c3ccc(F)cc3)c(C#N)c(=NC(C)=O)oc2c1
→ 33	18	36	78	57	x	50	31	x

Compound profiles, as listed above. Order of screens: 786-0	A498	RXF 393	TK-10	SN12C	ACHN	UO-31	PC-3	CAKI-1
O=S(=O)(CS(=O)(=O)Oc1ccccc1)Oc1ccccc1 in the list: 101&97	101&75	101&108	106&106	101&97	98&101	82&89	98&100	99&94
O=C(CSc1nc2ccccc2c(=O)n1CCc1ccccc1)Oc1ccccc1 in the list: 87	x	91	115	101	82	85	87	x
COc1ccc2c(c1)C(=O)C1NC(=O)NC(=O)C1(Br)N2 (configuration not stated) in the list: 113	96	121	108	112	108	93	105	118
Oc1cccc2oc(=S)[nH]c12 in the list: 106	95	112	106	99	100	73	111	120
COc1cc(Cn2cc3c(c2-c2ccccc2)CCCc2cnoc2-3)cc(OC)c1OC in the list: 100	x	109	129	90	88	71	83	73

Additional compounds follow:
Screens in order: 786-0	A498	RXF 393	TK-10	SN12C	ACHN	UO-31	PC-3	CAKI-1
- O=C(Nc1ccc(Cl)cc1C1=NCC(CO)O1)c1ccccc1 (configuration not stated)
→ 85	92	114	82	100	96	90	91	99
- C#C[C@@]1(O)[C@@H](CO)O[C@@H](n2cc(Br)c3c(N)ncnc32)[C@@H]1O
→ -48*	-79*	-31*	-0.3*	-2.0*	-6.0*	-78*	-2.8*	x
- NS(=O)(=O)c1ccc(Nc2nc(N/N=C/c3c[nH]c4ccccc34)nc(Nc3ccccc3)n2)cc1
→ 42	51	-25*	95	40	81	49	26	54
- COC(c1ccc2c(c1)OCO2)C(C)Br (configuration not stated)
→ 112	96	100	86	100	102	92	69	84
- CCN(CC)Cc1cc(C(C)(C)CC)cc(C2CCCCC2)c1O
→ 102	90	102	104	102	115	97	93	105
- Nc1ccc2ccccc2c1[N+](=O)[O-]
→ 105	124	122	110	109	102	85	94	91
- O=C(/C=C/c1ccc([N+](=O)[O-])cc1)c1cc2ccccc2oc1=O
→ 101	111	x	125	101	100	67	94	87
- CCC(=O)NNc1nccc(Nc2ccc(S(=O)(=O)Nc3ccncc3)cc2)n1
→ 109	91	118	95	97	100	94	103	100
- CC[N+]1(CC)CC[N+](CC)(CC)CC1
→ 105	86	105	125	104	105	96	102	98
- CCCc1onc(-c2noc(CCC)c2CC)c1CC
→ 104	119	125	106	101	114	92	105	97
- Cc1ccc(S(=O)(=O)N(C)CC(=O)NNC(=O)CSc2ccc(F)cc2)cc1
→ 96	108	x	113	88	104	109	91	68
- N#CC1=C2NCCCNc3oc(nc3C#N)Cc3ccccc3CC(=N1)O2
→ 95	96	93	106	105	87	73	92	77
